Compound activity (PubChem BioAssay)
JMJD2A Tudor inh: blocks the human JMJD2A Tudor domain | O75164 | AlphaScreen JMJD2A-Tudor / H3K4me3 peptide binding | Potency, µM (doses to about 114 µM), for the others: at the top dose activity change, negative = inhibition, most hits filed as inhibitors | hit rate 4.4% among 390,000 | AID 504339; note: potency is the fitted concentration of half-maximal effect; % is set by controls: 0 for no effect and ±100 for the full control effect; nearly all actives have a fitted effect of over 50% in size
GLS inhibitor: inhibitors of human glutaminase (GLS) | O94925 | Potency, µM (series often up to 45.5 µM), inactives show top-dose activity change, negative = inhibition, most hits filed as inhibitors | GLS enzymatic activity, qHTS titration | hit rate 0.21% among 410,000 | AID 624170; note: potency is the fitted concentration of half-maximal effect; % is set by controls: 0 for no effect and ±100 for the full control effect
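Compounds were pin-transferred onto hKGA, after which L-glutamine (1 mM solution) and a detection mix of glutamate oxidase, HRP and Amplex Red were added. Initial and 30 min RT fluorescence reads were collected.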
Pin1 inh: human Pin1 inhibition; Pin1 FP peptide displacement, HiFluor488, 10 min; Potency, µM (highest dose often 115 µM), without a hit: top-dose activity, negative = inhibition, actives largely listed as inhibitors; hit rate 0.009% among 390,000; Q13526; active = well fitted inhibition curve with a large enough effect in the polarisation, with a control signal flat, not every such curve was filed as active; inconclusive = small, poorly fitted or top-dose-only effect, or effect the other way, or a change in a side signal; inactive = no such curve, though single readings can be large or run the other way; the % refers to the polarisation; note: potency is the fitted concentration of half-maximal effect; % is set by controls: 0 for no effect and ±100 for the full control effect
Target sequence (Q13526 whole entry, looked up): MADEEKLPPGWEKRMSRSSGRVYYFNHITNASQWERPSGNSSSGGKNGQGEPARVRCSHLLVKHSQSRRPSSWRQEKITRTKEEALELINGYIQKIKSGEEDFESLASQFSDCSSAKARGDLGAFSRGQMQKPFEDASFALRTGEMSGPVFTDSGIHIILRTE
BAZ2B inh: inhibitors of human BAZ2B bromodomain; Potency, µM (series often up to 114 µM), without a hit: at the top dose activity change, negative = inhibition, actives largely listed as inhibitors; AID 504333; hit rate 4.4% among 360,000; Q9UIF8; AlphaScreen BAZ2B-H3K14Ac peptide displacement; note: potency is the fitted concentration of half-maximal effect; % is set by controls: 0 for no effect and ±100 for the full control effect; nearly all actives have a fitted effect of over 60% in size
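AlphaScreen luminescence quantifies BAZ2B engagement of H3K14Ac peptide; the protein and biotinylated peptide are both at 50 nM final, buffer PBS pH 7.4 with 0.01% Tween-20, all steps at room temperature.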
Tb PGK inh: blocks T. brucei phosphoglycerate kinase; PGK/GAPDH coupled, Kinase-Glo luminescence, 60 min; Potency, µM (titrated, usually from 57.5 µM), for the others: at the top dose activity change, negative = inhibition, hits mostly inhibitors; hit rate 0.043% among 380,000; note: potency is the fitted concentration of half-maximal effect; % is set by controls: 0 for no effect and ±100 for the full control effect; nearly all actives have a fitted effect of over 60% in size
Target sequence (P07378 whole entry, looked up): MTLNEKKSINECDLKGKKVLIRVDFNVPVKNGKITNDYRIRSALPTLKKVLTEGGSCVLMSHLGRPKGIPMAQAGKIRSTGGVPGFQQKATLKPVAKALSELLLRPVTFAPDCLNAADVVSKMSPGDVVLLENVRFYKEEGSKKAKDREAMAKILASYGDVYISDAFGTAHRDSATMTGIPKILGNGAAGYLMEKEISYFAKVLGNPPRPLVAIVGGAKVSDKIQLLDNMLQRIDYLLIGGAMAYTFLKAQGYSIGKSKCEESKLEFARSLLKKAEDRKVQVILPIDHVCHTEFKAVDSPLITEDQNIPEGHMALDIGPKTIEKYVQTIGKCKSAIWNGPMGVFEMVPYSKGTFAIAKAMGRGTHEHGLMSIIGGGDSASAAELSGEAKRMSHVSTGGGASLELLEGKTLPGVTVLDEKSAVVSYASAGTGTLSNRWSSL
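Recombinant glycosomal PGK reaction used 1,3-bisphosphoglycerate generated in-well by GAPDH (100nM final) in 100mM TEA pH 7.6, 5mM MgCl2, 0.01% Tween-20. After 60 minutes at room temperature, ATP was read by Kinase-Glo Plus luminescence end-point.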
ERG Ets-DNA blk: blocks human ERG Ets domain binding to DNA; fluorescence polarization, His-ERG Ets domain / labelled DNA; hit rate 0.028% among 370,000; Potency, µM (titrated, usually from 76.9 µM), for inactives: at the highest dose FP activity, negative = inhibition, usual class: inhibitors; AID 624246; active = well fitted inhibition curve with a large enough effect in the polarisation, with a control signal flat; inconclusive = small, poorly fitted or top-dose-only effect, or effect the other way, or a change in a side signal; inactive = no such curve, though single readings can be large or run the other way; the % refers to the polarisation;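 note: polarization taken with two DNA probes labelled with fluorescein and Texas red; potency is the fitted concentration of half-maximal effect; % of control where 0% means no effect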
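His-tagged ERG Ets domain (1 uM in the protein solution; 300mM KCl, 50mM Tris-HCl, 1mM EDTA, 1mM DTT, pH 7.5) received compound, then a probe mix of 5 nM fluorescein-DNA and 100nM Texas-615-DNA. Fluorescence polarization was read for both dyes.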
G9a inh: blocks human histone lysine methyltransferase G9a. Potency, µM (top dose mostly 102 µM), for the others: at the top dose activity, negative = inhibition, actives largely listed as inhibitors. Q96KQ7. hit rate 8.8% among 350,000. G9a H3K9 monomethylation, AlphaScreen, 2 h. AID 504332; note: potency is the fitted concentration of half-maximal effect; % is set by controls: 0 for no effect and ±100 for the full control effect; nearly all actives have a fitted effect of over 75% in size
Target sequence (Q96KQ7 913-1193 limits assumed): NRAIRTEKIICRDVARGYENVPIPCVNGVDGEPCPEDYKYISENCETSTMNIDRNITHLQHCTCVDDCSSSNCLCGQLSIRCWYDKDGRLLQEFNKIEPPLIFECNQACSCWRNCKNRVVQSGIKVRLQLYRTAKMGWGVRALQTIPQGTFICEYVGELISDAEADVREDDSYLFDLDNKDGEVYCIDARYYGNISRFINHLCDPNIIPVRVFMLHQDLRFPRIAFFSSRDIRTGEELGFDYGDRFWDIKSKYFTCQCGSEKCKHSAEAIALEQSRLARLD
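Enzyme 20 nM + cpd, 15 min RT; add b-H3K9 pep 500 nM / SAM 20 uM; 2 h RT; anti-H3K9me1 Ab 0.5 ug/mL + SA donor / anti-rabbit acceptor beads 20 ug/mL each, 10 min; AlphaScreen read.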
PI4K2A inh: blocks human PI4K2A kinase activity. AID 1346378. hit rate 0.13% among 420,000. activity change, negative = inhibition, % at 76.9 µM. purified PI4K2A, ADP-Glo luminescence, 1 h; hits give low values; in the data active = activity change below about -50%; inconclusive = mostly about -30% to -49%;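 note: -100% = wells without enzyme as full effect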
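In this quantitative HTS, ADP production by PI4K2A was quantified luminescently after 1 h at ambient temperature; 100 microM adenosine served as plate-quality control.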
HP1b binding inh: inhibitors of HP1-beta chromodomain binding to methylated histone tails. AlphaScreen HP1-beta / biotin-H3K9me3 peptide binding. Potency, µM (highest dose often 114 µM), inactives show at the highest dose activity change, negative = inhibition, most hits filed as inhibitors. hit rate 0.56% among 390,000. AID 540317; note: potency is the fitted concentration of half-maximal effect; nearly all actives have a fitted effect of over 70% in size; inactives centre near 23
Target sequence (P83916 whole entry, looked up): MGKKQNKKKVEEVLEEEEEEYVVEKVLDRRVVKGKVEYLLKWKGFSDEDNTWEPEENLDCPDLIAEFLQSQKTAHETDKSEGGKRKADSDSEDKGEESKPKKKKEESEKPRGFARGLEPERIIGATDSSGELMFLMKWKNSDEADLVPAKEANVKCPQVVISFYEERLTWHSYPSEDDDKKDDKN
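AlphaScreen: HP1-beta (50 nM) preformed 30 min with biotin-H3(1-18)K9me3 peptide (50 nM) in PBS pH 7.4, 0.01% Tween-20. Compound added for 30 min at RT, then streptavidin donor/nickel chelate acceptor beads (10 ug/mL) for 30 min.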
An asterisk follows results filed as active; i = inactive; ? = inconclusive; / = no result given; & = joins results of further samples; [ ] = dose if it differs, or a comment. Unless noted, calls come from the whole dose curve; as a rule, active = well fitted curve in the direction sought with a large enough effect; inconclusive = small, poorly fitted or top-dose-only effect, or another doubt; inactive = no such curve, though single readings can be large; an effect the other way counts as inactive or inconclusive. Not a hit list. Share with any hit: about 11%.

no.	PI4K2A inh	JMJD2A Tudor inh	G9a inh	GLS inhibitor	Pin1 inh	ERG Ets-DNA blk	BAZ2B inh	HP1b binding inh	Tb PGK inh	SMILES
1	1	-1%	7%	2%	6%	3%	10%	46%[activator]	i	COc1ccc(NC(=O)c2ccc(NC3=NC4CS(=O)(=O)CC4S3)cc2)cc1 (stereo unspecified)
2	4	-3%	10%[59 µM]	5%	0%	-2%	3%	27%	-1%	COc1ccc(Cl)cc1C(=O)n1nc(C)cc1C
3	3	-7%	3%[59 µM]	6%	4%	2%	-2%	46%[activator]	1%	CCN(Cc1ccccc1)C(=O)CN1C(=O)CSc2ccc(S(=O)(=O)N(CC)CC)cc21
4	0	-2%	-3%[59 µM]	9%	3%	-8%	-14%	45%[activator]	4%	CCCCC(=O)Nc1cc(OCC)c(NC(=S)NC)cc1OCC
5	-4	-4%	24%[2.33 µM]	3%	4%	2%	4%	21%	3%	Cc1cc(Cn2nc(-c3ccccc3)cc2C(=O)NCc2cccc(C(F)(F)F)c2)on1
6	-1	47%[activator]	42%[activator][59 µM]	?	14%	/	41%[activator]	92%[activator]	i	c1ccc(-n2nnnc2SCCCSc2nc3ccccc3s2)cc1
7	-3	1%	1%	3%	0%	-1%	11%[57.1 µM]	18%	i	O=C(c1nn(-c2ccccc2)c(=O)c2ccccc12)N1CCN(c2ccccn2)CC1
8	0	-7%	/	-16%	-5%	-11%	-1%	79%[activator]	i	Cc1cccc(C(=O)NC2=NCCS2)c1

From compound 1 up to 3, copied from above:
no.	PI4K2A inh	JMJD2A Tudor inh	G9a inh	GLS inhibitor	Pin1 inh	ERG Ets-DNA blk	BAZ2B inh	HP1b binding inh	Tb PGK inh	SMILES
1	1	-1%	7%	2%	6%	3%	10%	46%[activator]	i	COc1ccc(NC(=O)c2ccc(NC3=NC4CS(=O)(=O)CC4S3)cc2)cc1 (stereo unspecified)
2	4	-3%	10%[59 µM]	5%	0%	-2%	3%	27%	-1%	COc1ccc(Cl)cc1C(=O)n1nc(C)cc1C
3	3	-7%	3%[59 µM]	6%	4%	2%	-2%	46%[activator]	1%	CCN(Cc1ccccc1)C(=O)CN1C(=O)CSc2ccc(S(=O)(=O)N(CC)CC)cc21

(next part)
no.	PI4K2A inh	JMJD2A Tudor inh	G9a inh	GLS inhibitor	Pin1 inh	ERG Ets-DNA blk	BAZ2B inh	HP1b binding inh	Tb PGK inh	SMILES
9	2	19%	/	0%	3%	11%	/	66%[activator]	-4%	CCOC(=O)C1=CN(Cc2cccc(-c3ccc(F)cc3)c2)S(=O)(=O)N(C)C1C (stereo unspecified)
10	-4	?	17%[0.501 µM]	1%	4%	5%	-29%	-7%	-8%	Cc1ccccc1NC(=O)Cc1nc(COC(=O)c2cc([N+](=O)[O-])ccc2NCCO)cs1
11	-5	-23%	/	9%	28%	14%	/	32%	3%	O=C(Nc1ccccc1)c1nc[nH]c1C(=O)NCCN(CCNC(=O)c1[nH]cnc1C(=O)Nc1ccccc1)CCNC(=O)c1[nH]cnc1C(=O)Nc1ccccc1
12	0	-12%	21%[59 µM]	-5%	27%	-1%	-5%	28%	10%	CNC(=O)C1CCC(Cn2c(=O)c3sccc3n(CC(=O)Nc3ccc(C)c(C)c3)c2=O)CC1 (stereo unspecified)
13	-18	5%	/	-6%	?	-2%	14%	49%[activator]	-7%	COc1ccc(C2=CC(c3sccc3C)n3nnnc3N2)cc1 (stereo unspecified)
14	1	-11%	3%[59 µM]	0%	1%	/	5%	32%	9%	N/C(=N\OC(=O)C12CC3CC(CC(C3)C1)C2)c1cccnc1
15	-5	-27%	-4%	-18%	6%	-5%	?	8%	-9%	COc1cccc2cc(C(N)=O)/c(=N\NC(=O)c3ccccc3)oc12
16	-1	?	29%	-2%	?	5%	?	0%	2%	O=C(c1ccc(NC2=NC3CS(=O)(=O)CC3S2)cc1)N1CCN(c2ccccc2F)CC1 (stereo unspecified)
17	-5	-10%	5%[59 µM]	3%	0%	1%	7%	11%	0%	O=c1[nH]c(CSc2nc(-c3ccc(F)cc3)cs2)nc2ccccc12
18	10	-1%	-27%	-2%	0%	-31%	-4%	27%	-7%	O=S(=O)(c1ccc2oc3ccc(S(=O)(=O)N4CCCCC4)cc3c2c1)N1CCCCC1
19	7	17%	29%	0%	-4%	0%	11%	63%[activator]	/	CCOC(=O)CN1C(=O)/C(=C/c2cccc(Br)c2)Oc2ccccc21
20	4	-18%	?	-1%	3%	4%	-3%	25%	i	CC(C)CN(C(=O)c1cccc(S(=O)(=O)N2CCN(c3ccc(F)cc3)CC2)c1)C1CCS(=O)(=O)C1 (stereo unspecified)
21	3	-12%	?	-7%	10%	9%	-7%	29%	5%	Cc1ccc(Nc2nc(-c3cccnc3)cs2)cc1Cl
22	4	-5%	23%	-2%	8%	?	-9%	32%	i	O=[N+]([O-])c1ncccc1OCc1ccc(-c2ccccc2)cc1
23	-2	10%	2%[59 µM]	-2%	2%	-13%	2%	53%[activator]	-13%	Cc1ccnc(NC(=O)COc2ccc3c(c2)CCC3)c1
24	1	-4%	1%	-1%	-1%	-11%	9%	28%	4%	CC1(C)CC(NC(=O)c2c(N)no[n+]2[O-])CC(C)(C)N1

Random excerpt: 2 entries already listed.
no.	PI4K2A inh	JMJD2A Tudor inh	G9a inh	GLS inhibitor	Pin1 inh	ERG Ets-DNA blk	BAZ2B inh	HP1b binding inh	Tb PGK inh	SMILES
1	1	-1%	7%	2%	6%	3%	10%	46%[activator]	i	COc1ccc(NC(=O)c2ccc(NC3=NC4CS(=O)(=O)CC4S3)cc2)cc1 (stereo unspecified)
10	-4	?	17%[0.501 µM]	1%	4%	5%	-29%	-7%	-8%	Cc1ccccc1NC(=O)Cc1nc(COC(=O)c2cc([N+](=O)[O-])ccc2NCCO)cs1

Carrying on:
no.	PI4K2A inh	JMJD2A Tudor inh	G9a inh	GLS inhibitor	Pin1 inh	ERG Ets-DNA blk	BAZ2B inh	HP1b binding inh	Tb PGK inh	SMILES
25	0	2%[11.4 µM]	-1%	-9%	-3%	4%	-17%	39%[activator]	-4%	CCCCN(Cc1cc2cccc(C)c2[nH]c1=O)S(C)(=O)=O
26	1	-22%	1%	-2%	-3%	0%	-14%	23%	i	CCCCNC1=NCCS1
27	-3	-1%	3%[59 µM]	-8%	-3%	-1%	0%	58%[activator]	-3%	Cc1ccccc1C(=O)OCCCN=C1NS(=O)(=O)c2ccccc21
28	4	-11%	-24%	-3%	1%	-5%	-9%	17%	8%	COc1ccccc1NS(=O)(=O)c1cc(C(=O)NCC(c2ccc(F)cc2)N2CCOCC2)ccc1C (stereo unspecified)
29	-20	50µM*	/	1%	?	28%	20µM*	?	-27%	O=C(CCN1C(=O)/C(=C\C=C\c2ccccc2)SC1=S)Nc1cccc(C(=O)O)c1
30	0	-9%	/	?	5%	-5%	-16%	35%	1%	Cc1ccccc1C(=O)NNc1ccc(-c2csnn2)cc1
31	3	-5%	-4%	-11%	-16%	3%	?	44%[activator]	i	O=C(NCc1ccccc1)C(=O)NCC1OCCCN1S(=O)(=O)c1cccs1 (stereo unspecified)
32	-1	-1%	8%	13%	-2%	/	-2%	19%	-9%	O=C(Cn1nnc(-c2ccncc2)n1)N1CCc2ccccc21
33	-4&1	-21%&-13%	11%	4%&7%	1%&-5%	-9%&-3%	-29%&-23%	47%&17%[activator]	-2%	COc1ccccc1CNC(=O)C1CCN(C(=O)c2sccc2-n2cccc2)CC1
34	6	-14%	-3%[59 µM]	-3%	50%[activator]	0%	-14%	20%	-6%	CC(c1ccccc1)n1c(SCC(=O)N2CC(=O)Nc3ccccc32)nc2ccccc2c1=O (stereo unspecified)
35	-10	-24%	12%[12.7 µM]	-17%	-1%	3%	3%	13%	5%	Cc1cccc2cc(CN(CCCO)C(=O)Nc3ccccc3Cl)c(=O)[nH]c12
36	4	-24%	/	-2%	0%	2%	?	-17%	-1%	Fc1ccccc1-c1nc(NCc2ccco2)c2ccccc2n1
37	5	-22%	-5%	-10%	-2%	2%	-20%	-15%	-12%	O=C(c1ccc(S(=O)(=O)NCc2ccco2)cc1)N1CCN(Cc2ccc3c(c2)OCO3)CC1
38	-3	22µM*	-120%[12.7 µM]	?	9%	-4%	50µM*	28µM*	6%	COc1ccccc1N1CCN(/N=C/c2ccc(O)c(O)c2)CC1
39	2	-12%	-9%	0%	-5%	2%	-3%	0%	-6%	Nc1nc(NCc2ccc(Cl)cc2)nc(NCCO)c1[N+](=O)[O-]
40	6	-13%	9%[59 µM]	11%	-10%	2%	-4%	16%	-2%	S=C(NCCc1ccccn1)Nc1cccc(Cl)c1
41	-1	-13%	6%[59 µM]	-8%	3%	6%	-22%	69%[activator]	-7%	Cc1cccc(OCC(=O)OCc2cc(=O)n3nc(C4CC4)sc3n2)c1
42	7	-17%	/	5%	6%	4%	7%	34%	-2%	O=C(CCCCCl)Nc1c2c(nc3ccccc13)CCC2
43	2	-9%	9%[59 µM]	0%	2%	2%	-16%	21%	-2%	O=c1n(Cc2ccc(Cl)cc2)nc2n1-c1ccccc1OC2
44	-5	-18%	?	0%	-4%	1%	-7%	25%	-4%	CCc1ccc(NC(=O)CSc2ccc(-c3sc(C)nc3C)nn2)cc1
45	-3	-2%	0%[59 µM]	0%	-7%	-5%	7%	41%[activator]	0%	Cc1ccc(-n2ncc3c(Nc4cccc(C)c4C)ncnc32)cc1
